# Screening results as filed in PubChem BioAssay.
# TNAP activation fold = human TNAP enzyme activators, primary screen, biochemical, luminescent, no phosphate acceptor, uHTS (AID 1001) | Alkaline phosphatase, tissue-nonspecific isozyme (Homo sapiens) | purified TNAP, luminescent activation assay, no phosphate acceptor; higher activation fold means a stronger effect | one-dose activation fold at 20 µM; EC50 in µM for titrated hits | hit rate 0.03% among 200,000; in the data active = activation fold from about 3, or a potency from the dose series; inactive = the rest, 99 in 100 with activation fold below about 1.6; note: many of its hits are not listed in these tables
# KOR beta-arrestin-1 = KOR agonists, beta-arrestin recruitment, primary screen, cell-based, luminescence, uHTS (AID 1777). activation, % at 10 µM, or EC50 in µM where a hit was titrated. Kappa-type opioid receptor (Homo sapiens). hit rate 0.02% among 280,000. KOR beta-arrestin recruitment, luminescence; higher % means a stronger effect; in the data active = activation above about 50%, passing the limit was not always enough; note: a part of the inactive calls stands beside numbers as strong as those of hits
# NOD2 inhibition = NOD2 signaling inhibitors, cell-based, luminescence, uHTS, HEK293 (AID 1566). hit rate 0.63% among 290,000. one-dose inhibition, % at 4 µM; EC50 in µM for titrated hits. HEK293 NOD2/NF-kB luciferase reporter, luminescence; higher % means a stronger effect; note: many of its hits are not listed in these tables
# NTR1 ag = agonists of NTR1, primary screen, imaging, U2OS cells, beta-arrestin-GFP, high content (AID 493036) | hit rate 0.17% among 330,000 | activation, % at 20 µM | NTR1-U2OS beta-arrestin-GFP spot imaging, agonist mode | Neurotensin receptor type 1 (Homo sapiens), P30989;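 active = activation at or above 40% of the spot to cytoplasm intensity ratio, with at least 20 cells analyzed; inconclusive = wells under 20 cells, flagged as cytotoxic or low count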;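 note: 0% = DMSO without peptide and 100% = 100 nM NTR1 peptide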
# Target sequence (P30989 whole entry, looked up): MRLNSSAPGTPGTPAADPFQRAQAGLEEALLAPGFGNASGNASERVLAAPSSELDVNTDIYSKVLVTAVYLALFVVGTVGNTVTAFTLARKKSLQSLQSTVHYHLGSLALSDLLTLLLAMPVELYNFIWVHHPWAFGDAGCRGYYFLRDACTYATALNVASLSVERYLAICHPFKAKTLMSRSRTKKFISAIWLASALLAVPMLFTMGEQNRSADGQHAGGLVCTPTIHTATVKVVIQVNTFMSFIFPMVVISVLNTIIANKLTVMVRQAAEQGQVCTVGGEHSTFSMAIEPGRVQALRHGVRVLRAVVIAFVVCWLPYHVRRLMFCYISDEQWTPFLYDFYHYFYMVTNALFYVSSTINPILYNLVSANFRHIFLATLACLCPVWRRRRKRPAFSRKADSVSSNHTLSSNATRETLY
# GPR55 beta-arrestin = GPR55 agonists via beta-arrestin recruitment, primary screen, imaging, U2OS cells, beta-arrestin-GFP redistribution (AID 1961). G-protein coupled receptor 55 (Homo sapiens). activation, % at 10 µM; hits with a dose series show EC50 in µM. hit rate 0.048% among 290,000. U2OS GPR55 beta-arrestin-GFP redistribution imaging; higher % means a stronger effect;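 active = activation above 40% with more than 50 cells counted in the well; inconclusive = wells holding fewer than 50 cells, flagged as toxic or sparse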;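 note: U2OS osteosarcoma cells stably expressing GPR55 and beta-arrestin-GFP; plate controls were DMSO negative control for no effect and LPI positive control for full effect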
# Yfh1-depleted yeast = enhancers of respiration in Yfh1-depleted yeast, dose response, Friedreich's ataxia, plus single-dose screen (AID 1465). S. cerevisiae Yfh1-off respiration, WST-1 reduction, 72 h; higher fold induction means a stronger effect. hit rate 0.074% among 220,000. one-dose fold induction at 50 µM; EC50 in µM for titrated hits;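 active = fold induction of absorbance versus untreated yeast above a set limit, then at least 30% activation at any dose in follow-up; inconclusive = repeats straddling the limit, or above it without dose testing; inactive = fold induction below the set limit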;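 note: activators that raise dye reduction in frataxin-depleted yeast; strong numbers were not always called active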
# KOR beta-arrestin-2 = KOR antagonists, beta-arrestin recruitment, cell-based, luminescence, uHTS (AID 1778). Kappa-type opioid receptor (Homo sapiens). KOR beta-arrestin recruitment, luminescence, antagonist mode; higher % means a stronger effect. inhibition, % at 10 µM; hits with a dose series show IC50 in µM. hit rate 0.091% among 290,000; note: strong numbers were not always called active
# CSM14.1 death rescue = rescue of cells from ER stress-induced death, primary screen, 384-well, CSM14.1, thapsigargin, ATP luminescence (AID 1222) | CSM14.1 thapsigargin-induced death rescue, ATP luminescence; higher % means a stronger effect | cellular ATP content (survival), % at 20 µM, or EC50 in µM where a hit was titrated | 190,000 tested, under 10 active;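 active = EC50 below 50 µM in the dose-response confirmation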;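 note: death triggered by thapsigargin at about 15 µM added after 2 h compound pretreatment; cell ATP read after overnight thapsigargin exposure of roughly 18 to 22 hours; normalized against plate controls of thapsigargin alone and 5% DMSO vehicle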
# NOD1 inhibition = NOD1 signaling inhibitors, primary screen, cell-based, luminescence, uHTS (AID 1578); one-dose inhibition, % at 4 µM; EC50 in µM for titrated hits; hit rate 1% among 290,000; NOD1-driven NF-kB luciferase reporter cells, luminescence; higher % means a stronger effect; in the data active = inhibition mostly above about 36%, no sharp cut-off; inactive = mostly below about 34%;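 note: HEK-293T reporter cells stimulated with the NOD1 agonist gamma-tri-DAP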
# NTR1 ag cell count 20 µM = recorded beside NTR1 ag, whose call it bears; cell count; measured here: cell count, cytotoxicity flag
# Starred values were filed as active, the others as inactive; i = inactive; ? = inconclusive; / = no result given; [ ] = remark or other dose. Cut-off read from the data, not from the text of the source, unless noted: active = inhibition above about 50%; inactive = the rest.
# Every second line gives: CSM14.1 death rescue | NOD2 inhibition | NOD1 inhibition | KOR beta-arrestin-2 | TNAP activation fold | Yfh1-depleted yeast | GPR55 beta-arrestin | KOR beta-arrestin-1 | NTR1 ag | NTR1 ag cell count 20 µM
> O=C(Nc1cccnc1)c1ccc(Cl)cc1[N+](=O)[O-]
    / | 4% | -36% | -14% | 1 | i | -0.5% | 1.9% | 0.3 | 37
> COc1ccc(Oc2cn[nH]c2-c2ccc(OC)cc2O)cc1
    / | 13% | 2% | 38% | / | / | 0.0% | -1.6% | 0.5 | 50
> O=C(Cn1cnc2c(cnn2-c2ccccc2)c1=O)Nc1cc(S(=O)(=O)N2CCOCC2)ccc1Cl
    -2.3% | -2% | -7% | -7% | 1.1 | i | 0.0% | 0.3% | -0.8 | 52
> Nc1ccc(CCC(=O)N2CCCC2)cc1
    / | 9% | -16% | 4%[20 µM] | / | / | 0.3% | -2.0% | 0.3 | 59
> CCC(=O)Nc1ccc2c(c1)nc1n2CCN(C2CCCCC2)C1
    -0.7% | 9% | -28% | / | 1.1 | i | -0.2% | / | -0.3 | 55
> Cn1cnnc1SCC(C)(C)NS(=O)(=O)c1ccc(Cl)cc1
    / | -9% | -29% | -6% | / | / | -0.1% | 1.3% | -0.5 | 54
> COc1ccc(CCNC(=O)c2ccc3c(c2)NC(=O)C(N2CCOCC2)S3)cc1OC (configuration not stated)
    -1.6% | 2% | 36% | -3% | 1 | i | -0.3% | -1.8% | 1.0 | 50
> Cc1c(-c2ccccc2)[n+](=O)c2c(n1[O-])CCCC2
    / | 10% | -2% | 44% | / | i | -0.1% | -0.8% | 0.7 | 58
> O=C(Cc1ccc(Cl)cc1)Nc1ccccc1C(=O)N1CCCCC1
    / | 8% | -11% | -15% | / | / | -0.2% | 3.2% | -0.6 | 49
> Clc1ccc(Oc2nc(N3CCOCC3)nc(N3CCOCC3)n2)cc1
    4.7% | 3% | -23% | 6% | 1.1 | i | -0.2% | 3.8% | 0.6 | 50
> COc1ccc(N=Nc2nc3cc(Br)c(Br)cc3n2C)c(OC)c1
    -2.1% | -9% | -17% | -14% | 0.8 | i | -0.1% | -1.2% | / | /
> CC(Sc1ccccc1)C(=O)NCCc1ccccc1 (configuration not stated)
    / | -8% | -19% | -15%[20 µM] | / | / | 0.1% | -1.5% | -0.9 | 64
> COc1cccc(-c2cc(-c3cccnc3)c(C#N)c(N)n2)c1
    / | 5% | -2% | 38% | / | i | 0.5% | -1.0% | 2.4 | 56
> Cc1ccccc1SCC(=O)OCC(=O)Nc1ccc(N(C)C)cc1
    / | 8% | -34% | -16% | 1.2 | i | 0.2% | -1.6% | -0.6 | 42
> CCN1C(=NCc2cc(OC)c(OC)c(OC)c2)N[C@@H](c2ccccc2)[C@H](C(=O)OC)[C@H]1C
    / | 4% | -10% | 8%[20 µM] | / | / | -0.3% | 3.8% | -1.9 | 95
> CCc1ccc(NC(=S)N2CCCC(C(F)(F)F)C2)cc1 (configuration not stated)
    / | 0% | -21% | -24% | 1 | i | 0.5% | 1.6% | 0.5 | 45
> CN(C)C(=O)c1c2c(nc3ccccc13)CCCC2
    -1.1% | 9% | -8% | 12%[20 µM] | 1.1 | i | 0.0% | -3.6% | -0.8 | 55
> COC(=O)c1cc(NC(=O)c2cccs2)ccc1N1CCOCC1
    -1.4% | -3% | -36% | -18%[20 µM] | 1 | i | 0.1% | / | -0.3 | 51
> CSc1ccc(/C=N/n2c(C3CCCCC3)n[nH]c2=S)cc1
    / | 25% | -1% | 1% | / | / | 0.2% | 36% | 5.2 | 77
> Cc1ccc(-c2nnn(CCC(=O)NC(C)(C)C)n2)cc1
    0.0% | -32% | -31% | -30% | 1.1 | i | 0.1% | 3.1% | -0.2 | 85
> COC(=O)NCc1ccc2c(c1)OCO2
    -2.7% | 12% | 22% | -39% | 1.1 | i | 0.3% | 2.2% | 0.6 | 83
> Cc1sc2ncnc(N3CCN(S(=O)(=O)c4ccc(F)cc4)CC3)c2c1C
    / | / | / | 36% | / | / | -0.1% | 0.9% | 6.5 | 44
> COc1cccc(C(=O)Nc2ccc3c(c2)CCCN3C(=O)c2cccs2)c1OC
    / | 14% | 56%* | 9% | / | / | -0.1% | -8.1% | 0.5 | 66
> Cc1ccc(NC(=S)NNC(=O)C2CC2c2ccc(C)cc2)cc1 (configuration not stated)
    -1.5% | 10% | -4% | 7% | 1.5 | i | 0.6% | -6.0% | 0.3 | 75
> O=C(NCc1ccccn1)C(=O)NCc1ccccn1
    6.6% | 6% | -20% | 7% | 1.1 | i | -0.3% | -6.2% | -0.7 | 76
> CCn1c(COc2ccccc2)nnc1SCC(=O)C(C)(C)C
    -1.0% | -7% | -6% | 8% | 1.1 | i | -0.2% | -11% | -0.8 | 39
> CCCCC(=O)NS(=O)(=O)c1ccc(NS(C)(=O)=O)cc1
    0.9% | -1% | -26% | -14% | 1.1 | i | -0.3% | 3.1% | -0.9 | 47
> S=C(NCc1ccco1)Nc1ccc(Oc2ccc(Cl)cc2)cc1
    / | -5% | -1% | 5% | / | i | -0.1% | / | 9.2 | 38
> CC1CCN(CCOc2ccc(C(=O)c3ccccc3)cc2)CC1
    / | -8% | -25% | -19%[20 µM] | / | / | 0.9% | 4.6% | 0.1 | 78
> CC(C)CCN(C(=O)CNC(=O)c1ccco1)C(C(=O)NC1CCCCC1)c1ccco1 (configuration not stated)
    -0.4% | 8% | -6% | 18% | 1.1 | i | -0.2% | -9.3% | 0.5 | 51
> COc1ccc(NC(=O)CCn2cccc2)cc1
    0.3% | 11% | -12% | 9% | 1.1 | i | 0.0% | -3.0% | 0.9 | 29
> Cc1cccc(N2CCN(C(=O)c3cn(C)c(=O)c4c3c3ccccc3n4C)CC2)c1C
    1.0% | 7% | -6% | -19% | 1.1 | / | -0.1% | 0.0% | 21 | 56
> CCOC(=O)C(C)Oc1cccc2c(=O)n(CC(=O)NCc3ccc4c(c3)OCO4)ccc12 (configuration not stated)
    -0.6% | -36% | -10% | -89% | 1.1 | i | -0.2% | 6.6% | -0.6 | 49
> O=C(CSc1ccc(-c2ccc(Br)cc2)nn1)NC1CCCC1
    / | -7% | -34% | -17% | / | / | -0.2% | -0.6% | 1.1 | 54
> N#CC(=C=[N-])c1nc2ccccc2nc1-[n+]1cccc(NC(=O)c2ccc(F)cc2)c1
    / | 20% | 1% | 28% | / | i | -0.2% | 6.7% | 1.6 | 71
> CN(C)c1ccc(N/C=C/C(=O)c2ccc(F)cc2)cc1
    -5.2% | -199% | -67% | 14% | 1.1 | i | 0.1% | -2.4% | -0.3 | 70
> O=C(NCC(=O)N(c1ccc2c(c1)OCO2)C(C(=O)NC1CCCC1)c1cccs1)c1ccco1 (configuration not stated)
    0.9% | 15% | 8% | 21% | 1.1 | i | -0.3% | 0.5% | 0.1 | 95
> CCOc1ccccc1C(=O)NCCC(=O)O
    -1.7% | -5% | -10% | -2% | 1.1 | i | -0.2% | -2.5% | -1.4 | 92
> CN1CCN(C(=O)COCc2cc(-c3ccc4c(c3)OCO4)on2)CC1
    / | 10% | 0% | -14% | / | / | -0.1% | 4.6% | -0.2 | 65
> O=C(NNC(=S)NC1CCCCC1)c1cccs1
    -4.1% | -1% | 31% | -26% | 2.6 | i | 0.0% | 7.1% | 0.1 | 56
> CC(NC(=O)c1ccc2c(c1)C(=O)N(Cc1cccnc1)C2=O)c1ccccc1 (configuration not stated)
    / | 22% | -15% | -16% | / | / | 0.3% | 1.8% | 0.0 | 47
> CCOC(=O)c1c[nH][nH]c1=O
    / | 7% | -5% | 22% | / | i | -0.1% | 5.0% | 1.4 | 60
> COc1ccccc1C(=O)C1CCCN(C(=O)CCC(=O)c2ccccc2)C1 (configuration not stated)
    0.6% | 6% | 4% | -8% | 1 | i | 0.3% | 2.0% | -0.4 | 66
> CCOC(=O)C1=C(N)N2C(=O)C(C)SC2=C(C(=O)OC)C1c1cccc(OC)c1 (configuration not stated)
    -0.4% | 2% | -2% | -1% | 1.1 | i | -0.2% | -6.5% | -1.0 | 62
> Cc1ccc(CC2CC(=O)N(Cc3ccco3)C2=O)cc1 (configuration not stated)
    / | 12% | 2% | 4% | 1 | i | 0.2% | 0.3% | 1.4 | 30
> Cc1cc(=O)n2nc(N3CCCC3C(=O)Nc3cccc(F)c3)sc2n1 (configuration not stated)
    / | 19% | -2% | 18%[20 µM] | / | / | 0.5% | -2.6% | 0.0 | 57
> O=c1[nH]c2ccc(Cl)cc2c(-c2ccccc2)c1SC(=S)N1CCCCC1
    -3.3% | -8% | 47% | -36% | 0.9 | ? | 0.0% | 5.4% | 12 | 18
> CCCS(=O)(=O)N1CCCC(C(=O)NCCCN2CCN(c3ccccc3F)CC2)C1 (configuration not stated)
    -2.0% | 17% | 4% | 16% | 1.1 | i | -0.1% | -2.2% | -0.9 | 42
> O=C(O)c1ccc(-c2nc(-c3ccc(Cl)cc3)cs2)cc1
    / | -65% | -74% | -10% | 1.1 | i | -0.1% | 2.1% | / | /
> COc1ccc(-n2c(C)cc(-c3csc(N)n3)c2C)cc1
    2.5% | 5% | -19% | -7% | 1.5 | i | -0.3% | 5.1% | 0.9 | 42
> CCOc1ccc(C(=O)Nc2ccc(S(=O)(=O)N3CCN(C)CC3)cc2)cc1
    / | 18% | 0% | 8% | / | / | -0.1% | 2.0% | 1.6 | 63
> CN(C)CCCOC(=O)c1ccc(Cl)cc1
    -4.7% | -1% | -18% | -13% | 1.1 | / | -0.1% | 1.3% | 0.5 | 63
> COc1ccccc1NC(=O)[C@H](COCc1ccccc1)NC(=O)OC(C)(C)C
    -1.1% | 7% | 10% | 26% | 1.1 | i | -0.1% | -1.4% | -2.0 | 90
> COCCNc1nc2c(c(=O)n(Cc3ccccc3F)c(=O)n2C)n1C
    / | 12% | -20% | -18%[20 µM] | / | / | -0.2% | -4.7% | 1.5 | 56
> CCOC(=O)C(CCCOc1ccccc1C)C(=O)OCC
    5.1% | 2% | 3% | 3% | 1 | i | -0.1% | 5.3% | 0.3 | 62
> COc1ccc(OC)c(/C=N/NC(=O)c2ccncc2)c1
    / | 12% | -29% | -38%[20 µM] | / | / | 1.2% | -3.1% | 0.4 | 36
> Cc1sc2ncnc(SCC(=O)NC(=O)NCc3ccco3)c2c1C
    0.7% | 13% | 0% | 14% | 1.1 | i | -0.1% | -5.4% | 3.5 | 34
> CN(C(=O)c1nc(-c2ccccc2)n(-c2ccccc2)n1)C1CCS(=O)(=O)C1 (configuration not stated)
    / | 18% | -15% | -14% | / | / | 0.2% | -1.1% | -1.1 | 57
> CCc1ccc(S(=O)(=O)NCCc2cn3ccc(C)cc3n2)s1
    0.1% | 26% | -24% | -17% | 1.2 | i | -0.2% | 2.6% | 0.5 | 92

# Some of the compounds tested (hit frequency here may not be typical).
